From PubChem BioAssay
Akt phos inh = Akt phosphorylation inhibition | Neuro2A IGF-stimulated pAkt S473 HTRF, 20 min; stronger effect = lower value | activity change, % for hits at 50 µM | hit rate 0.32% among 360,000 | AID 651550; in the data active means activity change below about -80%; inconclusive means mostly about -51% to -80%; further: on the % scale 0 is the no-effect control and ±100 the full control effect
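Neuro2A cells (4,500/well, DMEM with 0.5% FBS) were treated with compound at a single 50 µM final concentration, stimulated with 6 nM IGF for 20 min at 37 °C, and lysed. Phospho-Akt Ser473 was read by HTRF as 665/615 ratio ×10^4.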
aSyn yeast inh = alpha-synuclein toxicity inhibition in yeast; Potency, µM (titrated, usually from 46.1 µM), for the others: at the highest dose growth rescue (activation), hits mostly activators; hit rate 0.14% among 370,000; AID 652106; Yeast expressing alpha-synuclein, growth rescue, BacTiter-Glo, 24 h; further: potency means the concentration at half of the fitted maximal effect; % of control where 0% means no effect; nearly all actives have a fitted effect of over 65% in size
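Rescue of yeast growth: cells expressing toxic alpha-synuclein, induced in galactose at OD600 0.02, incubated with compound 24 h at 30 C. ATP luminescence quantified growth; inhibitors of toxicity appear as activators.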
GLP-1R agonist = activates the human GLP-1 receptor. P43220. HEK293 GLP-1R CRE-luciferase, luminescence, 4-6 h; cells express a hypersensitive GLP-1R form. Potency, µM (series often up to 45.6 µM), for inactives: at the top dose activation, hits mostly activators. hit rate 0.007% among 380,000. AID 624172; further: potency means the concentration at half of the fitted maximal effect; % of control where 0% means no effect
Target sequence (P43220 whole entry, looked up): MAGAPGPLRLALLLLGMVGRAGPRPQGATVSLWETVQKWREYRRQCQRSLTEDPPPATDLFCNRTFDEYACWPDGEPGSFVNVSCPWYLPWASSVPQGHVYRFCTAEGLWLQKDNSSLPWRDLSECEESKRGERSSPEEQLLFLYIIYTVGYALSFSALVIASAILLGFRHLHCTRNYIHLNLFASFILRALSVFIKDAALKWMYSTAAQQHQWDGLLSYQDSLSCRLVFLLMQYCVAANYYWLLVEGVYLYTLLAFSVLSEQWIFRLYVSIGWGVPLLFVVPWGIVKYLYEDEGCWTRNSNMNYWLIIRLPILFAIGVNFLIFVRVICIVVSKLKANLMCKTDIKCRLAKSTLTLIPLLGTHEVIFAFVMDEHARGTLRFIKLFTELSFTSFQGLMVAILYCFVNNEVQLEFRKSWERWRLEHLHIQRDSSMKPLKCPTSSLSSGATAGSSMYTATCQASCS
GLP1R inv ag = GLP-1 receptor (human) inverse agonism; HEK293 GLP-1R CRE-luciferase, luminescence, 24 h; GLP-1R form is constitutively active; hit rate 1.6% among 410,000; AID 624417; Potency, µM (highest dose often 38.3 µM), inactives show top-dose activity change, negative = inhibition, actives largely listed as inhibitors; further: potency means the concentration at half of the fitted maximal effect; on the % scale 0 is the no-effect control and ±100 the full control effect; nearly all actives have a fitted effect of over 55% in size
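HEK293 cells stably co-expressing constitutively active GLP-1R and a cAMP-responsive luciferase reporter were seeded in DMEM with 10% Nu serum, given compounds after 12 h, and incubated 24 h at 37 deg C. Luminescence was then read.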
DRD3 antagonist = antagonists of human D3 dopamine receptor | D3R cells, DiscoveRx beta-arrestin luminescence, antagonist mode; stronger effect = lower value | P35462 | max response, negative = inhibition, % | hit rate 2.5% among 360,000; in the data active means max response below about -50%; inconclusive means no clear call, values can overlap the other calls; further: on the % scale 0 is the no-effect control and ±100 the full control effect; mostly tested at two doses, the higher about 12 µM
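Cells expressing the human receptor were seeded at 1500 cells/well, incubated overnight at 37 degrees C in 5% CO2, then exposed to library compounds with dopamine controls for 90 minutes at 37 degrees C before luminescent detection.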
TDP43 rescue = rescues yeast growth from TDP-43 toxicity | TDP-43 expressing yeast growth rescue, BacTiter-Glo, 24 h | Potency, µM (highest dose often 46.1 µM), inactives show top-dose growth rescue (activation), hits mostly activators | hit rate 1.8% among 410,000 | AID 652104; further: potency means the concentration at half of the fitted maximal effect; % of control where 0% means no effect; nearly all actives have a fitted effect of over 50% in size
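Cell-based yeast growth screen: TDP-43 expression induced in galactose, inoculum OD600=0.02 after raffinose pregrowth to mid-log. Read-out BacTiter-Glo luminescence at 24 hr, 30 deg C; inhibition of toxicity seen as signal increase.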
PTHR1 agonist = activates the human parathyroid hormone receptor PTHR1. Q03431. HEK293 GP2 PTHR1 cells, GloSensor cAMP luminescence, 1 h. Potency, µM (highest dose often 115 µM), for inactives: top-dose activation, actives largely listed as activators. hit rate 0.075% among 410,000; further: potency means the concentration at half of the fitted maximal effect; nearly all actives have a fitted effect of over 55% in size; some results filed as inactive show a strong effect at the top dose; inactives centre near -15; many of its hits are not listed in these tables
Target sequence (Q03431 whole entry, looked up): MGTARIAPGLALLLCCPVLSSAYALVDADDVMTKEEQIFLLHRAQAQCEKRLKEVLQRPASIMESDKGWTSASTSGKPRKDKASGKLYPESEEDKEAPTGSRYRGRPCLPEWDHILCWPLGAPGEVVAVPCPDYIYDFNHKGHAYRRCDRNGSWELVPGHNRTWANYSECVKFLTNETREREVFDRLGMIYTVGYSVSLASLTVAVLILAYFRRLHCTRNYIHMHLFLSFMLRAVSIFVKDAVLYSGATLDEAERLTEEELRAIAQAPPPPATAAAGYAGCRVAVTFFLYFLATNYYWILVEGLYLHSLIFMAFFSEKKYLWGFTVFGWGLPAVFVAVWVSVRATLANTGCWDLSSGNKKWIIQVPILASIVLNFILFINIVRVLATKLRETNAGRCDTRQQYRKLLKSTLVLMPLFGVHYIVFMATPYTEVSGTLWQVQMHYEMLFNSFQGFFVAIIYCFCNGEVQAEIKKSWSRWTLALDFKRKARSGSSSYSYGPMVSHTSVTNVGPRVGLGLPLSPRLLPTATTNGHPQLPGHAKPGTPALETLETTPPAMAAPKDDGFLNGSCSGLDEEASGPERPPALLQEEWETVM
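HEK-293-derived GP2 cells expressing PTHR1 and a GloSensor cAMP reporter, 3,000/well, plated overnight, given luciferin plus IBMX (each 0.5 mM as added) for 1 h at 37 °C, then compound for 1 h at 37 °C. Luminescence was read after 15 min at room temperature.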
Abeta rescue = A-beta toxicity reversal in yeast. yeast expressing A-beta42, growth rescue, OD600, 48 h; response scale: 0% DMSO, 100% iron-clioquinol control. Potency, µM (top dose mostly 46.1 µM), for inactives: top-dose growth rescue, most hits filed as activators. hit rate 0.063% among 410,000. AID 1347071; further: potency means the concentration at half of the fitted maximal effect; nearly all actives have a fitted effect of over 55% in size
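Yeast A-beta toxicity model in growth medium with pinned compounds, 48 h at 30 C; growth read as absorbance at 600 nm. Normalized to FeCl3/clioquinol equimolar mix (positive) and DMSO (negative).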
FUS suppressor = suppressors of FUS proteinopathy in yeast | AID 1347120 | S. cerevisiae FUS-expressing, growth rescue, OD600, 24 h | hit rate 0.24% among 390,000 | Potency, µM (doses to about 76.6 µM), without a hit: top-dose growth rescue (activation), actives largely listed as activators;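 further: potency means the concentration at half of the fitted maximal effect; plate controls were DMSO vehicle for no effect and reference control for full effect; nearly all actives have a fitted effect of over 55% in size; some results filed as inactive show a strong effect at the top dose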
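S. cerevisiae expressing FUS from galactose induction served as the toxicity model. Growth after 24hr at 30C, read as absorbance at 600 nm, indicates suppression of toxicity; compounds dosed at several concentrations.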
* = called active by the depositor; i = inactive; ? = inconclusive; / = no result given; [ ] = remark or other dose. Unless noted, the call rests on the fitted dose curve; in most records, active means well fitted curve in the direction sought with a large enough effect; inconclusive means small, poorly fitted or top-dose-only effect, or another doubt; inactive means no such curve, though single readings can be large; an effect the other way counts as inactive or inconclusive. An excerpt. The share of hits here may be higher or lower than overall.

item | mol | PTHR1 agonist | Akt phos inh | TDP43 rescue | Abeta rescue | DRD3 antagonist
1 | O=C(NNC(=O)C(O)(c1ccccc1)c1ccccc1)C1CC1 | i | i | 0% | 6% | 1
2 | CC(C)(C)n1nnnc1C(c1ccccc1)N1CCCN(Cc2ccc(F)cc2)CC1 (configuration not stated) | -31%[inhibitor] | i | 23% | -3% | -105*
3 | CCOC(=O)C1CCN(C(=O)c2ccc3snnc3c2)CC1 | 17%[57.5 µM] | i | 1% | 0% | -16
4 | CCOc1ccc(C(=O)N/N=C/c2cc(Cl)ccc2[N+](=O)[O-])cc1 | i | i | -11% | -10% | -28
5 | Cc1c(Cl)c(C(=O)NC2CCCC2)nn1C | i | i | 8% | 15% | 12
6 | CC(=O)NC(c1cccc([N+](=O)[O-])c1)c1c(OC(C)=O)ccc2ccccc12 (configuration not stated) | i | i | 0% | -6% | -68*
7 | O=C(Cn1ccc2ccccc2c1=O)NCCC(=O)N1CCN(c2ccccc2)CC1 | i | i | -7% | 10% | 0
8 | Cc1ccnc(NC(=O)c2cccc(S(=O)(=O)NCc3ccccc3)c2)c1 | -35%[inhibitor] | i | 4% | 0% | 10
9 | COC(=O)[C@@]12C[C@@H](CC(=O)NCCc3ccccc3OC)C(=O)N(Cc3cccc4ccccc34)C1=CCC(C)(C)C2 | 8% | i | 22% | 15% | -28
10 | Cc1n[nH]c(=O)c2c(NC(=O)CSc3nc4ccccc4c(=O)n3C(C)C)oc(C)c12 | -18% | i | -1% | 4% | 9
11 | CCCCc1ccc(NC(=O)NCc2ccccn2)cc1 | -4% | i | -8% | -2% | -9
12 | CC(C)CCOC(=O)C(C)Sc1n[nH]c(=O)[nH]c1=O (configuration not stated) | i | i | 12% | -6% | 10
13 | O=C(COc1cccc(NC(=O)c2cccc([N+](=O)[O-])c2)c1)c1ccc(Br)cc1 | -12%[57.5 µM] | i | 5% | 12% | 0
14 | Cc1cn(C2CCCO2)c(=O)nc1N (configuration not stated) | i | i | 15% | -10% | -6
15 | COc1ccc(OC)c2[nH]c(=O)c(CCNC(=O)C(=O)c3c(C)[nH]c4ccccc34)cc12 | -31%[inhibitor] | i | -5%[0.397 µM] | -10% | 3

item | aSyn yeast inh | GLP-1R agonist | FUS suppressor | GLP1R inv ag
1 | -5% | -2% | 12% | 3%[7.66 µM]
2 | -2% | 16% | 0% | -10%
3 | 1% | -5% | 10% | 9%
4 | -8% | 4% | 21% | 15%
5 | -9% | -8% | -10% | 1%
6 | 5% | -1% | 1% | ?
7 | -3% | 12% | 1% | -27%
8 | 4% | 14% | 12% | ?
9 | ? | / | ? | ?
10 | -8% | 25% | 18% | 10%
11 | -3% | 8% | 9% | ?
12 | 1% | -1% | -11% | 8%
13 | -1% | -16% | 18% | 3.2µM*
14 | -2% | -1% | / | 28%
15 | 1% | 14% | 5% | 17%

The list continues.
item | mol | PTHR1 agonist | Akt phos inh | TDP43 rescue | Abeta rescue | DRD3 antagonist
16 | Cc1ccc(S(=O)(=O)c2nc(S(C)(=O)=O)sc2N2CC(C)OC(C)C2)cc1 (configuration not stated) | i | i | 18% | 0% | 13
17 | CC(C)(C)OC(=O)CNC(=O)c1[nH]cnc1C(=O)Nc1ccc(CNC(=O)OC(C)(C)C)cc1 | -19% | i | -1% | 0% | 142
18 | Cc1ccc(NS(=O)(=O)c2ccc3nc(-c4ccccc4)[nH]c3c2)cc1Cl | -91%[inhibitor] | / | 10% | -12% | /
19 | Cc1cccn2c(=O)c3cc(C(=O)NCCN4CCOCC4)c(=N)n(Cc4cccnc4)c3nc12 | ? | i | -6% | 9% | 5
20 | O=C(Cc1ccccc1)NN1C(=O)C2C3C=CC([C@@H]2C1=O)C31CC1 (some centres not stated) | i | i | 8% | -9% | 6
21 | CCCS(=O)(=O)N1CCN(CCN2C(=O)c3cccc4cccc(c34)C2=O)CC1 | -43%[inhibitor] | i | 15% | -12% | 0
22 | O=S(=O)(NCC1(N2CCOCC2)CCCCC1)c1ccc(Cl)cc1C(F)(F)F | -8% | i | 15% | 12% | 1
23 | COc1ccc(C(=O)NCC(=O)OCC(=O)NC2CCCCCC2)cc1 | i | i | 10% | -1% | -5
24 | Cc1cc(C)cc(N(C(C)C(=O)N2CCCC2)S(C)(=O)=O)c1 (configuration not stated) | -13% | i | 0% | -4% | -11
25 | COc1cc(/C=N/N2CCN(c3ccccc3OC)CC2)ccc1OC(C)=O | i | i | 13% | 7% | 4
26 | CN(C)c1ccc(N=Nc2cccc(F)c2)cc1 | -38%[inhibitor] | i | 4% | -10% | -4
27 | CN(CC(=O)Nc1ccccc1Cl)C(=O)CN1C(=O)C2CCCCC2C1=O (configuration not stated) | 8% | i | -22% | -8% | -14
28 | O=S(=O)(c1cccnc1)N1CCCC(Nc2ccc(F)c(F)c2)C1 (configuration not stated) | -8% | i | ? | -16% | 15
29 | O=S(=O)(Nc1nc2ccccc2nc1Cl)c1ccccc1C(F)(F)F | i | i | 9% | -3% | 10
30 | O=C(NCCc1ccccc1)C(=O)NCC(c1cccnc1)N1CCN(c2ccc(F)cc2)CC1 (configuration not stated) | i | / | 13% | -6% | /

item | aSyn yeast inh | GLP-1R agonist | FUS suppressor | GLP1R inv ag
16 | 1% | -17% | / | -4%
17 | -1% | -6% | ? | ?
18 | / | -5% | -10% | 10µM*
19 | 2% | -5% | 7% | 4µM*
20 | 20% | 0% | / | 1%
21 | -2% | 8% | -1% | 0%
22 | 0% | 2% | -2% | ?
23 | -3% | 1% | / | 10%
24 | -6% | 0% | 6% | -1%
25 | 0% | 1% | 12% | 13%
26 | -6% | 5% | -7% | -2%
27 | -4% | 2% | 5% | 5%
28 | 6% | -2% | 1% | ?
29 | 4% | 1% | 42% | 7%
30 | / | / | 18% | -18%

Further compounds follow:
item | mol | PTHR1 agonist | Akt phos inh | TDP43 rescue | Abeta rescue | DRD3 antagonist
31 | COc1ccccc1-c1coc2c(CN3C(C)CCCC3C)c(O)ccc2c1=O (configuration not stated) | i | i | -3% | -2% | 61
32 | N#CC1=C(N)SC(C(=O)c2ccccc2)C1c1cccs1 (configuration not stated) | -13%[57.5 µM] | i | 12% | -25% | 13
33 | CCOC(=O)c1cc(C)sc1NC(=O)CN1CCN(C(=O)c2ccco2)CC1 | 0% | i | -2% | -39%[inhibitor] | -16
34 | CN(C)S(=O)(=O)c1ccc(C(=O)NC2CC(=O)N(c3ccc4c(c3)OCCO4)C2)cc1 (configuration not stated) | i | / | 0% | 4% | /
35 | CCCn1c(N)c(C(=O)COC(=O)/C=C/c2ccc(OC(F)F)c(OC)c2)c(=O)[nH]c1=O | -26% | i | -2% | 1% | 2
36 | COc1nc(-c2ccccc2)cc(C(F)(F)F)n1 | -9%[57.5 µM] | / | -22% | 1% | 5
37 | CC(C(=O)O)n1nnc2ccccc21 (configuration not stated) | i | i | -23% | -12% | 1
38 | COc1cccc2cc(C(=O)C3=C(O)C(=O)N(CCN4CCOCC4)C3c3ccc(Cl)cc3)oc12 (configuration not stated) | -19% | i | 0% | -24% | -8
39 | Cc1cccc(NC(=O)CSc2nc(-c3cccs3)cc(C(F)(F)F)c2C#N)c1 | i | / | -3% | -8% | /
40 | CC(=O)c1ccc(OCC(=O)N(C)C2CCS(=O)(=O)C2)cc1 (configuration not stated) | -25% | i | 10% | 9% | -1
41 | CCN1C(=NCCc2cccnc2)N[C@@H](c2ccccc2)[C@H](C(=O)OC)[C@H]1C | -19% | i | 25% | 9% | 4
42 | CCOC(=O)[C@]12CCCC=C1N(CCC1=CCCCC1)C(=O)[C@H](CC(=O)NCc1cccc(C(F)(F)F)c1)C2 | i | i | 14% | 14% | 24
43 | Cc1nn(-c2ccccc2)c(N2CCCCC2)c1/C=N/O | -16%[57.5 µM] | / | -13% | 9% | -6
44 | COCCN(C(=O)CN1CCc2ccccc21)c1c(N)n(Cc2ccccc2)c(=O)[nH]c1=O | -94%[inhibitor] | i | -5% | 18% | -12
45 | COc1cc(C(c2c(C)[nH][nH]c2=O)c2c(C)[nH][nH]c2=O)ccc1OC(=O)c1ccccc1OC | i | / | 20% | -3% | /

item | aSyn yeast inh | GLP-1R agonist | FUS suppressor | GLP1R inv ag
31 | 3% | 12% | 29% | 5%
32 | 5% | 6% | 33% | -6%
33 | 0% | 27% | / | ?
34 | / | -1% | -5% | 1%
35 | 0% | 27% | 7% | 7%
36 | 0% | -11% | 5% | 0%
37 | -5% | 0% | 8% | 22%
38 | 1% | 3% | ? | 19%
39 | / | / | 20% | 9%
40 | 2% | 19% | -48% | 6%
41 | 1% | 11% | -18% | 5%
42 | 10% | / | ? | ?
43 | 0% | 2% | 1% | 0%
44 | -2% | -3% | ? | -5%
45 | 0% | / | 34% | 3%

Three entries from above, sorted by SMILES length, smallest number first.
item | mol | PTHR1 agonist | Akt phos inh | TDP43 rescue | Abeta rescue | DRD3 antagonist
36 | COc1nc(-c2ccccc2)cc(C(F)(F)F)n1 | -9%[57.5 µM] | / | -22% | 1% | 5
43 | Cc1nn(-c2ccccc2)c(N2CCCCC2)c1/C=N/O | -16%[57.5 µM] | / | -13% | 9% | -6
33 | CCOC(=O)c1cc(C)sc1NC(=O)CN1CCN(C(=O)c2ccco2)CC1 | 0% | i | -2% | -39%[inhibitor] | -16

item | aSyn yeast inh | GLP-1R agonist | FUS suppressor | GLP1R inv ag
36 | 0% | -11% | 5% | 0%
43 | 0% | 2% | 1% | 0%
33 | 0% | 27% | / | ?
